Source: PubChem
Vif-APOBEC3F blk: blocks the Vif interaction with APOBEC3F. HeLa A3F-eYFP + Vif (tagged APOBEC3F with the HIV-1 protein that degrades it), YFP fluorescence increase. Potency, µM (doses to about 46.1 µM), inactives show at the highest dose activity, negative = active. 0.2% of 390,000 active. AID 602313; note: potency is the fitted concentration of half-maximal effect; % of control where 0% means no effect; nearly all actives have a fitted effect of over 65% in size
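HeLa cells stably expressing Vif plus C-terminally eYFP-tagged A3F were seeded, incubated overnight at 37 deg C, dosed with compound, incubated overnight again at 37 deg C. Yellow fluorescence (Ex 488/Em 500-530) reported blocked Vif-mediated A3F-eYFP degradation.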
RXFP1 ag: activates the human relaxin receptor RXFP1 | Q9HBX9 | HEK293T-RXFP1 cAMP TR-FRET, 30 min; response scale: percent of porcine relaxin response, buffer zero | Potency, µM (doses to about 57.5 µM), for the others: at the top dose activation, hits mostly activators | 0.3% of 370,000 active; note: potency is the fitted concentration of half-maximal effect; % is set by controls: 0 for no effect and ±100 for the full control effect; nearly all actives have a fitted effect of over 60% in size; many of its hits are not listed in these tables
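Agonist response is measured as cAMP accumulation in an RXFP1-transfected HEK293T line under PDE4 inhibition. Values are scaled between buffer-only and 29 nM porcine relaxin, and EC50s come from standard Hill equation fits.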
GRP78 ERSR act: induces the endoplasmic reticulum stress response in human glioma cells; U87-MG GRP78 promoter luciferase reporter, 16 h; Potency, µM, for inactives: top-dose activation, actives largely listed as activators; 0.02% of 420,000 active; AID 602332; note: potency is the fitted concentration of half-maximal effect; series mostly up to about 76 µM; % of control where 0% means no effect; nearly all actives have a fitted effect of over 35% in size
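Stably transfected U87-MG human glioma cells carrying a GRP78-based luminescent sensor were seeded at 1000 cells/well, pin-dosed with compounds and incubated 16 h. Luciferase reagent was then added, and end-point luminescence was read after 10 min at room temperature.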
D1 PAM: human D1 dopamine receptor positive modulation; P21728; HEK293 TREx D1 cells, calcium flux, dopamine EC20 potentiation; potentiation, % at 10 µM; 0.036% of 360,000 active; in the data active = potentiation above about 30%; note: 0% is about no effect
Vif-APOBEC3G blk: Vif-A3G binding inhibition. Q9HC16. HeLa A3G-eYFP + Vif (tagged APOBEC3G with the HIV-1 protein that degrades it), YFP fluorescence, overnight. Potency, µM (highest dose often 46.1 µM), for inactives: at the highest dose activity, negative = active, usual class: inhibitors. 0.076% of 410,000 active. AID 602310;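 note: potency is the fitted concentration of half-maximal effect; % is set by controls: 0 for no effect and ±100 for the full control effect; nearly all actives have a fitted effect of over 60% in size; hits raise eYFP signal because A3G escapes Vif-driven loss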
Target sequence (Q9HC16 whole entry, looked up): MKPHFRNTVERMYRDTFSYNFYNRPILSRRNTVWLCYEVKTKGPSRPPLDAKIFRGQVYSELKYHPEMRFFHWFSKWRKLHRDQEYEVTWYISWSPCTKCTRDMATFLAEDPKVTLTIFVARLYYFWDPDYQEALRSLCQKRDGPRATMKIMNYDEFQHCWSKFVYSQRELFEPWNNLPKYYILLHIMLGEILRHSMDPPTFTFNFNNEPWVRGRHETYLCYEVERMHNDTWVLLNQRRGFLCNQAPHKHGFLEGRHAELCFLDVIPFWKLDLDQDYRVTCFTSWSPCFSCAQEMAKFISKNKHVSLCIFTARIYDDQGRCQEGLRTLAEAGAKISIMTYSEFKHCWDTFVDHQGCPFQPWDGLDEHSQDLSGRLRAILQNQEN
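Read-out is eYFP fluorescence (Ex 488/Em 500-530) from Vif-expressing HeLa A3G-eYFP cells; more signal means A3G escaped Vif-mediated degradation. Cells plated overnight, compound pinned in, incubated overnight at 37 deg C.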
D2 PAM: positive allosteric modulators of human D2 dopamine receptor; HEK293 T-REx D2, calcium flux, EC20 dopamine potentiation; potentiation, % at 10 µM; 0.34% of 340,000 active;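 active = potentiation over 3 SD above the plate norm, cut at about 30% in these data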; note: 0% is about no effect
Target sequence (P14416 whole entry, looked up): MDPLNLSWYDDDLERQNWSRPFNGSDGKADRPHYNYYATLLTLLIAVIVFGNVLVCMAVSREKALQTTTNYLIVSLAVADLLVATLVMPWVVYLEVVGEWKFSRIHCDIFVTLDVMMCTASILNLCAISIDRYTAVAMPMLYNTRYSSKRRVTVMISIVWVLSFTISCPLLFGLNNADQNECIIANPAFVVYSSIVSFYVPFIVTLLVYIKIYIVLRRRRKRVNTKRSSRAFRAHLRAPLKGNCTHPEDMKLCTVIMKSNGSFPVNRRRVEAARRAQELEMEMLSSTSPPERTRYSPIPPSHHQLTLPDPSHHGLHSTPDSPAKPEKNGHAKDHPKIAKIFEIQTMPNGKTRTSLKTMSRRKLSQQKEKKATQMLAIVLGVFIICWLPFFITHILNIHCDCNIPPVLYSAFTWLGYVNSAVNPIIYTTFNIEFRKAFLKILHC
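Using a no-wash calcium dye in inducible, force-coupled HEK293 Trex cells expressing D2, we tracked fluorescence each second for 180 s after compound, then for 180 s after EC20 dopamine to detect augmented signalling.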
D1 antag: antagonists of human D1 dopamine receptor; 3.2% of 360,000 active; HEK293 TREx D1 cells, calcium flux, dopamine EC80; active compounds read low; activity change, negative = inhibition, % at 10 µM; in the data active = activity change below about -30%; note: % is set by controls: 0 for no effect and ±100 for the full control effect
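Allosteric or orthosteric antagonism assessed as attenuation of the calcium response to EC80 dopamine, added 180 s after compound, in induced HEK293 Trex D1 cells loaded with no-wash calcium dye.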
D1 agonist: activates the human D1 dopamine receptor; HEK293 T-REx D1 cells, calcium flux, agonist mode; activation, % at 2 µM; 1% of 360,000 active; in the data active = activation above about 30%; note: 0% is about no effect
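Tetracycline-induced HEK293 TREx D1 cells, force-coupled to calcium signalling, were dye-loaded with a no-wash calcium kit. Compound was pin-added after a 10 s baseline. Fluorescence was read kinetically at 1 cycle/s for 180 s, with calcium rises flagged as agonism.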
LDHA block: LDHA (human) enzyme inhibition; P00338; purified LDHA, NADH/diaphorase-resazurin fluorescence; active compounds read low; activity change, % (values are at about 110 or 230 µM); 0.15% of 480,000 active; AID 1347041; in the data active = activity change below about -30%; inconclusive = mostly about -25% to -30%;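 note: plate controls were DMSO wells for no effect and wells without enzyme for full effect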
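Enzyme activity of human lactate dehydrogenase 5 (2 nM; 0.06 mM NADH, 0.2 mM pyruvate, 5 min, RT) is measured via a resazurin/diaphorase fluorescence readout of residual NADH.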
An asterisk follows results filed as active. Unless noted, calls come from the whole dose curve; as a rule, active = well fitted curve in the direction sought with a large enough effect; inconclusive = small, poorly fitted or top-dose-only effect, or another doubt; inactive = no such curve, though single readings can be large; an effect the other way counts as inactive or inconclusive. Not all compounds are listed; the hit share may differ from the screen's.

For Cc1ccc(CCNC(=O)CCN2N=C(c3ccc(C)cc3)CCC2=O)cc1 the results were Vif-APOBEC3F blk 1%, RXFP1 ag -1.5%, GRP78 ERSR act -5%, D1 PAM 0, Vif-APOBEC3G blk 2%, D2 PAM 9, D1 antag 7, D1 agonist 0 and LDHA block -5.
CCc1ccccc1NC(=O)c1cccc(Oc2ccc([N+](=O)[O-])cc2Cl)c1 was read as Vif-APOBEC3F blk -4%, RXFP1 ag 0.0%, GRP78 ERSR act 0%, D1 PAM -2, Vif-APOBEC3G blk -5%, D2 PAM -7, D1 antag 4, D1 agonist 9 and LDHA block -11.
For COc1ccc(-c2cc(C(=O)NCCc3ccc(OC)c(OC)c3)c3ccccc3n2)cc1 the results were Vif-APOBEC3F blk 3%, RXFP1 ag 2.3%, GRP78 ERSR act -1%, D1 PAM 0, Vif-APOBEC3G blk 1%, D2 PAM 1, D1 antag -8, D1 agonist 1 and LDHA block -1.
Screening O=S(=O)(c1ccc2c(c1)OCCO2)N1CCN(S(=O)(=O)c2cc(F)ccc2F)CC1 returned D1 PAM -1, D1 antag -4, D1 agonist 7 and LDHA block -10.
Cc1ccc(NC(=O)COc2ccccc2C(=O)NCc2ccccc2)cc1 was read as Vif-APOBEC3F blk -3%, RXFP1 ag -1.5%, GRP78 ERSR act -3%, D1 PAM 0, Vif-APOBEC3G blk 0%, D2 PAM 22, D1 antag 3, D1 agonist 7 and LDHA block -10.
Screening CC(C)(C)C(=O)N1CCN(c2ccc([N+](=O)[O-])c(-n3nc(-c4ccccc4)c4ccccc4c3=O)c2)CC1 returned Vif-APOBEC3F blk -4%, RXFP1 ag 4.1%, GRP78 ERSR act -1%, D1 PAM -2, Vif-APOBEC3G blk -3%, D2 PAM 0, D1 antag -18, D1 agonist 1 and LDHA block -1.
`COc1cccc(/C=C/C(=O)OCC(=O)NCCc2ccccc2)c1` gave Vif-APOBEC3F blk 4%, RXFP1 ag 0.3%, GRP78 ERSR act -1%, D1 PAM -3, Vif-APOBEC3G blk 0%, D2 PAM -20, D1 antag 6, D1 agonist -3 and LDHA block -3.
Screening COc1ccc(C(=O)N2CCN(c3ccc(C)c(C)c3)CC2)cc1OC returned Vif-APOBEC3F blk -5%, RXFP1 ag 0.5%, GRP78 ERSR act -2%, D1 PAM -5, Vif-APOBEC3G blk 0%, D2 PAM 0, D1 antag -11, D1 agonist 11 and LDHA block 1.
For CCOc1ccc(NS(=O)(=O)c2ccc(C(=O)N(C)CC(=O)Nc3ccccc3Br)cc2)cc1 the results were Vif-APOBEC3F blk 1%, GRP78 ERSR act -3%, Vif-APOBEC3G blk 3% and LDHA block -1.
COc1ccc(OC)c(C(=O)NC2CCSc3ccccc32)c1 (centres undefined) was read as Vif-APOBEC3F blk 7%, RXFP1 ag -2.7%, GRP78 ERSR act -3%, D1 PAM -2, Vif-APOBEC3G blk -3%, D2 PAM 28, D1 antag -1, D1 agonist 0 and LDHA block -5.
COc1cc(N)c2ncccc2c1Br was read as Vif-APOBEC3F blk -12%, GRP78 ERSR act 3%, Vif-APOBEC3G blk -9% and LDHA block 35.
`Cc1onc(C(=O)NCc2ccccn2)c1[N+](=O)[O-]` gave Vif-APOBEC3F blk -12%, RXFP1 ag -2.1%, GRP78 ERSR act -1%, D1 PAM -8, Vif-APOBEC3G blk -3%, D2 PAM -7, D1 antag -7, D1 agonist 1 and LDHA block -5.
Screening Clc1ccccc1CSc1nnc(/C=C/c2ccccc2)o1 returned Vif-APOBEC3F blk -7%, RXFP1 ag 0.2%, GRP78 ERSR act 4%, D1 PAM -5, Vif-APOBEC3G blk -18%, D2 PAM -3, D1 antag 3, D1 agonist 14 and LDHA block -6.
Cc1cc(C(=O)NNC(=O)c2ccc(F)cc2)c(C)s1 was read as Vif-APOBEC3F blk 0%, GRP78 ERSR act -4%, Vif-APOBEC3G blk 1% and LDHA block -3.
COC(=O)Nc1ccc(S(=O)(=O)N2CCCC(C(=O)N3CCC(C)CC3)C2)cc1 (centres undefined) was read as Vif-APOBEC3F blk 0%, RXFP1 ag 3.8%, GRP78 ERSR act -4%, D1 PAM 0, Vif-APOBEC3G blk 1%, D2 PAM -4, D1 antag 7, D1 agonist 1 and LDHA block 2.
For COCC(=O)NC(C)c1nc2ccccc2[nH]1 (centres undefined) the results were Vif-APOBEC3F blk 1%, RXFP1 ag -0.1%, GRP78 ERSR act -3%, D1 PAM -2, Vif-APOBEC3G blk 0%, D2 PAM -3, D1 antag -8, D1 agonist 2 and LDHA block -5.
Screening COc1ccc2oc(N)nc2c1 returned Vif-APOBEC3F blk -3%, GRP78 ERSR act -5%, Vif-APOBEC3G blk 0% and LDHA block -4.
Cc1ccc(NC(=O)COc2cccnc2[N+](=O)[O-])cc1S(=O)(=O)N1CCCCC1 was read as Vif-APOBEC3F blk 0%, RXFP1 ag 5.4%, GRP78 ERSR act -3%, D1 PAM 8, Vif-APOBEC3G blk -1%, D2 PAM 1, D1 antag -11, D1 agonist 3 and LDHA block 0.
For NC(=S)N=Nc1c(O)n(Cc2ccc(F)cc2)c2ccccc12 the results were Vif-APOBEC3F blk inconclusive, RXFP1 ag -1.7%, GRP78 ERSR act -1%, D1 PAM -14, Vif-APOBEC3G blk -5%, D2 PAM -1, D1 antag -24, D1 agonist 1 and LDHA block -2.
CCSc1ccccc1C(=O)NCc1ccc2c(c1)OCO2 was read as Vif-APOBEC3F blk -3%, RXFP1 ag -0.6%, GRP78 ERSR act 2%, D1 PAM 2, Vif-APOBEC3G blk 1%, D2 PAM 4, D1 antag 7, D1 agonist 0 and LDHA block -9.
CC(=O)Nc1nnc(C)s1 was read as Vif-APOBEC3F blk 7%, RXFP1 ag 0.3%, GRP78 ERSR act -5%, D1 PAM 2, Vif-APOBEC3G blk 1%, D2 PAM 7, D1 antag -8, D1 agonist -1 and LDHA block -2.
CCC(NC(=O)c1cncc(Br)c1)c1ccccc1 (centres undefined) was read as Vif-APOBEC3F blk 4%, GRP78 ERSR act -3%, Vif-APOBEC3G blk 0% and LDHA block 0.
`CCCCCCN1C=CC=C/C1=C/C=C(C#N)C#N` gave Vif-APOBEC3F blk inconclusive, RXFP1 ag -1.0%, GRP78 ERSR act -4%, D1 PAM 3, Vif-APOBEC3G blk inconclusive, D2 PAM -1, D1 antag 6, D1 agonist 132* and LDHA block -4.
`CC(C)=CCN1CCN(Cc2c[nH]c3ccccc23)CC1CCO` (centres undefined) gave Vif-APOBEC3F blk 14%, RXFP1 ag -0.5%, GRP78 ERSR act -3%, D1 PAM 0, Vif-APOBEC3G blk 0%, D2 PAM -16, D1 antag 30, D1 agonist 7 and LDHA block -5.
Cc1ccc2c(c1)N(CC(=O)NCc1cccc(Cl)c1)C(=O)c1cccnc1O2 was read as Vif-APOBEC3F blk -9%, RXFP1 ag 3.5%, GRP78 ERSR act 0%, D1 PAM 1, Vif-APOBEC3G blk -26%, D2 PAM -14, D1 antag 0, D1 agonist -1 and LDHA block 4.
CC(C)(C)c1ccc(C(=O)N2CCC(=O)N(C(COCc3ccccc3)Cc3ccccc3)CC2)cc1 (centres undefined) was read as Vif-APOBEC3F blk 4%, RXFP1 ag -0.3%, GRP78 ERSR act -7%, D1 PAM 0, Vif-APOBEC3G blk -19%, D2 PAM 9, D1 antag -24, D1 agonist 24 and LDHA block 6.
CC(NC(=O)c1ccc(Cl)cc1)C1CC2CCC1C2 (centres undefined) was read as Vif-APOBEC3F blk 1%, RXFP1 ag -0.8%, GRP78 ERSR act 2%, D1 PAM -6, Vif-APOBEC3G blk -1%, D2 PAM -4, D1 antag -21, D1 agonist 2 and LDHA block -7.
For O=C(O)c1ccc(COc2c(F)c(F)c(F)c(F)c2F)o1 the results were Vif-APOBEC3F blk -3%, RXFP1 ag 1.9%, GRP78 ERSR act -3%, D1 PAM -3, Vif-APOBEC3G blk 0%, D2 PAM -9, D1 antag 1, D1 agonist 1 and LDHA block 4.
CCOc1ccccc1CNC(=O)CN1C(=O)CCc2cc(S(=O)(=O)N3CCCCC3)ccc21 was read as Vif-APOBEC3F blk 6%, RXFP1 ag 3.5%, GRP78 ERSR act 0%, D1 PAM 0, Vif-APOBEC3G blk 1%, D2 PAM 2, D1 antag 13, D1 agonist 8 and LDHA block 4.
Cc1cccc(N(Cc2ccccc2)C(=O)c2cccc(S(=O)(=O)N3CC(C)OC(C)C3)c2)c1 (centres undefined) was read as Vif-APOBEC3F blk 9%, RXFP1 ag 0.2%, GRP78 ERSR act -5%, D1 PAM 4, Vif-APOBEC3G blk 0%, D2 PAM -2, D1 antag -6, D1 agonist 3 and LDHA block 0.
`Cc1cc(NC(=O)NN2CCOCC2)nn1-c1c(Cl)cc(Cl)cc1Cl` gave Vif-APOBEC3F blk -9%, RXFP1 ag 1.6%, GRP78 ERSR act -4%, D1 PAM 3, Vif-APOBEC3G blk 2%, D2 PAM 14, D1 antag 1, D1 agonist 2 and LDHA block -7.
For Clc1nc2ccccc2cc1-c1nnn(-c2ccccc2)n1 the results were Vif-APOBEC3F blk 0%, RXFP1 ag 0.9%, GRP78 ERSR act 2%, D1 PAM 2, Vif-APOBEC3G blk 2%, D2 PAM -6, D1 antag 19, D1 agonist 9 and LDHA block -15.
Cc1c(NC(=O)CSc2nnnn2-c2ccc(C(=O)O)cc2)c(=O)n(-c2ccccc2)n1C was read as Vif-APOBEC3F blk -12%, RXFP1 ag 0.5%, GRP78 ERSR act -2%, D1 PAM -7, Vif-APOBEC3G blk 1%, D2 PAM -3, D1 antag -18, D1 agonist 2 and LDHA block -11.
For CCn1c(C)cc(/C=C2\NC(=O)N(CC(=O)Nc3cccc(C)c3)C2=O)c1C the results were Vif-APOBEC3F blk 0%, RXFP1 ag 1.1%, GRP78 ERSR act 0%, D1 PAM -8, Vif-APOBEC3G blk -1%, D2 PAM 7, D1 antag -9, D1 agonist 1 and LDHA block -16.
